mHTT-CaM PPI inh = mutant huntingtin-calmodulin interaction inhibitors – biochemical, AlphaScreen, primary screen | inhibition, % at 15 µM | AlphaScreen His-mHTT/GST-CaM binding, luminescence | hit rate 3.6% among 190,000 | P42858;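 further: 0% = both proteins with DMSO and 100% = one protein alone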
Target sequence (P42858 whole entry, looked up, stated change not applied): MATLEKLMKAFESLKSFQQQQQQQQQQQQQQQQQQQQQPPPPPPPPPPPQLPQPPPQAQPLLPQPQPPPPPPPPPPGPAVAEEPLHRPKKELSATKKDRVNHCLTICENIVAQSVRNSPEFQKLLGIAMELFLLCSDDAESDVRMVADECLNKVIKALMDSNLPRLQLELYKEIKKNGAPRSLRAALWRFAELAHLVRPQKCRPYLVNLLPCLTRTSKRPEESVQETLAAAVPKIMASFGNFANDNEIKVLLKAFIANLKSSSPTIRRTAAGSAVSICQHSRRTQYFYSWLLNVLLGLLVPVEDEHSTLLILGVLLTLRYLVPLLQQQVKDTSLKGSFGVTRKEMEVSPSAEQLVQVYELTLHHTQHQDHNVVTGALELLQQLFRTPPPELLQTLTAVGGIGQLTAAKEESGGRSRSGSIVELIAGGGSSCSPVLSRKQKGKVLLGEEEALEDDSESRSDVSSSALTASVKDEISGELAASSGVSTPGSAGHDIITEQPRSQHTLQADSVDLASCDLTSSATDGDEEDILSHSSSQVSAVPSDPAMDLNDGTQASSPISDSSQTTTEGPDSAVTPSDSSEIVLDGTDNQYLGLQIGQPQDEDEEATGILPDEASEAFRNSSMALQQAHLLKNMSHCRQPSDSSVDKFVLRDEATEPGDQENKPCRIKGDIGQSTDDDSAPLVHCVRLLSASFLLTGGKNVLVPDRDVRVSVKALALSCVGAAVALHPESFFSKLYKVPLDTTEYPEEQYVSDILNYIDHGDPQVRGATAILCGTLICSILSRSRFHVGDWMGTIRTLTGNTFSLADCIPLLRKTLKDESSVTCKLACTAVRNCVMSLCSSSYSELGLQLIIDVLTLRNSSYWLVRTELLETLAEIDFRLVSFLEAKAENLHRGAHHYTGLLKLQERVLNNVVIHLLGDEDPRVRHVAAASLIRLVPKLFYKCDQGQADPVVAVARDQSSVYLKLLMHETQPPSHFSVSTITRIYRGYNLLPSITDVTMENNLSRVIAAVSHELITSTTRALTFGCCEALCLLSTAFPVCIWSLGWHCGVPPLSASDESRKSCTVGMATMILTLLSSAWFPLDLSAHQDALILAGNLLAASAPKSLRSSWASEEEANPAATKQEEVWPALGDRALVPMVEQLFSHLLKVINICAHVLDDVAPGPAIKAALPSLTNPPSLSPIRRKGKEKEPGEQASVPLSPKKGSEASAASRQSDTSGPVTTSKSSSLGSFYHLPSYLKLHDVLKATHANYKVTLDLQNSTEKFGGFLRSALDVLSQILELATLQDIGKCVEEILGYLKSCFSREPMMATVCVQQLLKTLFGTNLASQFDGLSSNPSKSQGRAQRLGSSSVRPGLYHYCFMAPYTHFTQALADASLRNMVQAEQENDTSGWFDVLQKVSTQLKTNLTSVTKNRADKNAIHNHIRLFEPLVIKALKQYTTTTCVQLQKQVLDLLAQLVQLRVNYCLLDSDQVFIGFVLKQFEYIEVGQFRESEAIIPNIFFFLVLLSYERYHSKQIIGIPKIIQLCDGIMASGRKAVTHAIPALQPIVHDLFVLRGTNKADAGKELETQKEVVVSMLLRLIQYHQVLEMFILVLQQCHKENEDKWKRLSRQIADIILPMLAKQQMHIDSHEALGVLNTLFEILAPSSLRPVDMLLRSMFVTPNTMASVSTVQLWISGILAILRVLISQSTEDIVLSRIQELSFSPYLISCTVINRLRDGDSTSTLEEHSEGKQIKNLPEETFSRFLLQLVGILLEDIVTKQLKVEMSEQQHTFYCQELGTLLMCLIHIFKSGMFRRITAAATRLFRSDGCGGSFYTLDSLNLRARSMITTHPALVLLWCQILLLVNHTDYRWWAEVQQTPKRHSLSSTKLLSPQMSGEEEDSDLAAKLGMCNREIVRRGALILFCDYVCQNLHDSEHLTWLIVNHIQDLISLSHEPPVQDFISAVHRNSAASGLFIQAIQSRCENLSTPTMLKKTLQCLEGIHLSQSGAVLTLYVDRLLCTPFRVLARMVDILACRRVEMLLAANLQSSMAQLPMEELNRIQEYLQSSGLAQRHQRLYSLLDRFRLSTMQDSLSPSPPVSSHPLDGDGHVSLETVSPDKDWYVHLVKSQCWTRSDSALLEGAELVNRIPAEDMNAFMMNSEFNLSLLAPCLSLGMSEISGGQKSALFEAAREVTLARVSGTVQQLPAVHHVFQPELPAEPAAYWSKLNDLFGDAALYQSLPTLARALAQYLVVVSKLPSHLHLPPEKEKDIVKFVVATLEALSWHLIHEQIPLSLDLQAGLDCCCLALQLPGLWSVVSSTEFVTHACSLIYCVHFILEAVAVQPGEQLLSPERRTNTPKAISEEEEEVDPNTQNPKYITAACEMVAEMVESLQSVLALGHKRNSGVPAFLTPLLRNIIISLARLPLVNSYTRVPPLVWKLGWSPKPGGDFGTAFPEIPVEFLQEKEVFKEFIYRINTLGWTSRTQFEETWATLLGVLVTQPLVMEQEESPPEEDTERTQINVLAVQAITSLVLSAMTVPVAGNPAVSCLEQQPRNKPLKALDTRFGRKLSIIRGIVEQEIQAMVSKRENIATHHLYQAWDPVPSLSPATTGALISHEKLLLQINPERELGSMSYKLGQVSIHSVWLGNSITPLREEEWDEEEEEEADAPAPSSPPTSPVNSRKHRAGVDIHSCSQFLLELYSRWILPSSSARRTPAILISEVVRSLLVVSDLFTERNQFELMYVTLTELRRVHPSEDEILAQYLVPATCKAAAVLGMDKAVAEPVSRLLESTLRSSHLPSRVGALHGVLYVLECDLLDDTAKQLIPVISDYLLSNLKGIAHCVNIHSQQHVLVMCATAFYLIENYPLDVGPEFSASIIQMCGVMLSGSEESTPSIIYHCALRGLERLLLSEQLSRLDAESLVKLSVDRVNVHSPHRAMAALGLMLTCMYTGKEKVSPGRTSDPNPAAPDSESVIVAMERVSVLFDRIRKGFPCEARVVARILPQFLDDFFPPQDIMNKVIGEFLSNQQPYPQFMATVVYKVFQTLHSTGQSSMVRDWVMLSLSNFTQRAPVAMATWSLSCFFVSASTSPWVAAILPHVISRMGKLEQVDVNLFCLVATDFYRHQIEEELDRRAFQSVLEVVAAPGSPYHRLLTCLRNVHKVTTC
Pf apPOL inh = Pf-apPOL inhibitors, biochemical, fluorescence. Plasmodium falciparum apicoplast DNA polymerase (apPOL). Recombinant Pf-apPOL, molecular beacon fluorescence, 1.5 h. inhibition, % at 10 µM. hit rate 0.25% among 210,000
Numbers without * were called inactive; & = joins results of further samples. No stated cut-off is given here; in the data, active means inhibition above about 50%; inactive means the rest.

For COc1ccc2c(c1)CCC(=O)C2 the results were Pf apPOL inh 5.
Cc1oc(C2CCN(C(=O)c3ccccc3F)CC2)nc1C(=O)N1CCCCC1 was read as mHTT-CaM PPI inh -5 and Pf apPOL inh 4.
Screening CCc1cc(C(=O)Nc2ccc(F)c(C)c2)no1 returned mHTT-CaM PPI inh -19 and Pf apPOL inh 1.
For Cc1cc[n+](CC(=O)c2ccc(Br)cc2)c2ccccc12 the results were mHTT-CaM PPI inh 13 and Pf apPOL inh 0.
`CCNC(=O)n1cc(Cl)cn1` gave mHTT-CaM PPI inh -4.
Screening Cc1nc(N2CCN(C(=O)c3ccccc3)CC2)c2c3c(sc2n1)CCCC3 returned mHTT-CaM PPI inh 26 and Pf apPOL inh 6.
`Cc1ccc2[nH]c(O)c(N=O)c2c1Br` gave mHTT-CaM PPI inh 13 and Pf apPOL inh 2.
For Cc1ccc(OCC(=O)Nc2ccc3c(c2)OCO3)cc1C the results were mHTT-CaM PPI inh 3 and Pf apPOL inh -4.
`COc1ccc(Br)c(C(=O)NCC2(O)CCCC2)c1` gave mHTT-CaM PPI inh -6 and Pf apPOL inh 0.
For CCC(C)NC(=O)c1ccc(N(Cc2ccccc2Cl)S(C)(=O)=O)cc1 (stereo not given) the results were mHTT-CaM PPI inh 4 and Pf apPOL inh 11.
Cc1cccc(C(=O)NC(Nc2c(C)n(C)n(-c3ccccc3)c2=O)C(Cl)(Cl)Cl)c1 (stereo not given) was read as mHTT-CaM PPI inh 7 and Pf apPOL inh -9.
For CC(=O)Oc1ccc2c(c1)OC(=Cc1ccc(C)o1)C2=O the results were mHTT-CaM PPI inh 5 and Pf apPOL inh -5.
COc1ccc(CNC(=O)c2cc3c(s2)CN(C2CCCC2)C3)cc1 was read as mHTT-CaM PPI inh -4 and Pf apPOL inh -2.
`COc1cc(OC)c(NC(=O)c2cn(-c3ccc(Cl)cc3)c(=O)c3ccccc23)cc1Cl` gave mHTT-CaM PPI inh -8 and Pf apPOL inh 0.
For Cc1ccc(C)n1CCN1CCN(CC(=O)Nc2ccc(F)cc2F)CC1 the results were mHTT-CaM PPI inh 6 and Pf apPOL inh -2.

At a glance, part of the list above:
For COc1ccc2c(c1)CCC(=O)C2 the results were Pf apPOL inh 5.
Cc1oc(C2CCN(C(=O)c3ccccc3F)CC2)nc1C(=O)N1CCCCC1 was read as mHTT-CaM PPI inh -5 and Pf apPOL inh 4.
Screening CCc1cc(C(=O)Nc2ccc(F)c(C)c2)no1 returned mHTT-CaM PPI inh -19 and Pf apPOL inh 1.
For Cc1cc[n+](CC(=O)c2ccc(Br)cc2)c2ccccc12 the results were mHTT-CaM PPI inh 13 and Pf apPOL inh 0.
`CCNC(=O)n1cc(Cl)cn1` gave mHTT-CaM PPI inh -4.
Screening Cc1nc(N2CCN(C(=O)c3ccccc3)CC2)c2c3c(sc2n1)CCCC3 returned mHTT-CaM PPI inh 26 and Pf apPOL inh 6.

Other records.
COc1cccc(-c2nc(C3CCN(C(=O)c4n[nH]c5c4CCCC5)CC3)no2)c1 was read as mHTT-CaM PPI inh 0 and Pf apPOL inh 0.
Screening Cc1ccccc1CNC(=O)C1(C)CCCN(S(=O)(=O)c2ccccc2)C1 (stereo not given) returned mHTT-CaM PPI inh 2 and Pf apPOL inh 0.
Screening CCCCn1cnc2scc(-c3ccc(Br)cc3)c2c1=O returned mHTT-CaM PPI inh -12 and Pf apPOL inh -10.
`O=C(CN1CCOCC1)NC12CC3CC(CC(C3)C1)C2` gave mHTT-CaM PPI inh -2 and Pf apPOL inh 0.
For Cc1ncc2c(n1)CCN(C(=O)c1ccccc1Br)C2 the results were mHTT-CaM PPI inh -7 and Pf apPOL inh 1.
COc1cc(OC)c(OC)cc1/C=C1\N=C(c2cc([N+](=O)[O-])ccc2OC)OC1=O was read as mHTT-CaM PPI inh 0 and Pf apPOL inh -10.
Nc1ncnc(Nc2cc(C(F)(F)F)ccc2Cl)c1[N+](=O)[O-] was read as mHTT-CaM PPI inh -3 and Pf apPOL inh -3.
For COc1ccccc1/C=C(/NC(=O)c1ccc(OC)c(OC)c1)C(=O)Nc1ccc(F)cc1 the results were mHTT-CaM PPI inh 11 and Pf apPOL inh 5.
For O=C1CSC(c2ccc(F)cc2)N1c1ccc(F)c(Cl)c1 (stereo not given) the results were mHTT-CaM PPI inh -18 and Pf apPOL inh -3.
Screening Cc1ccc(C2CC(c3cccs3)n3ncnc3N2)cc1 (stereo not given) returned mHTT-CaM PPI inh 4 and Pf apPOL inh -2.
For CCC(Sc1nc(=O)cc(N)n1-c1ccccc1)C(=O)Nc1ccc(Cl)cn1 (stereo not given) the results were mHTT-CaM PPI inh 3&-1 and Pf apPOL inh -4&-4.
Screening COc1ccc(C2CC(=O)c3cnc(NC(C)=O)nc3C2)cc1OC (stereo not given) returned mHTT-CaM PPI inh -3 and Pf apPOL inh 2.
CC1=C(C(=O)Nc2ccc(C)c(Cl)c2)C2(CCCCC2)OC1=O was read as mHTT-CaM PPI inh -8 and Pf apPOL inh 2.
For COCCC(=O)N1CCc2c(c(-c3nc(C)no3)nn2C)C1 the results were mHTT-CaM PPI inh -2 and Pf apPOL inh -4.
`O=C(CSc1cn(CCNC(=O)c2c(F)cccc2F)c2ccccc12)Nc1ccccc1` gave mHTT-CaM PPI inh 34 and Pf apPOL inh 1.
Screening Cc1cccc(S(=O)(=O)N2CC3CN(C(=O)c4ccnn4C)CC(C2)O3)c1 returned mHTT-CaM PPI inh 2 and Pf apPOL inh -4.
For CC(=O)C1=C(C)NC(SCC(=O)c2cccc(Br)c2)=C(C#N)C1c1cccnc1 (stereo not given) the results were mHTT-CaM PPI inh 3 and Pf apPOL inh -6.
Cc1ccc(C(=O)N2CCC(Cc3nnc(-c4ccccc4)o3)CC2)s1 was read as mHTT-CaM PPI inh 7 and Pf apPOL inh -10.
For N#CC(CO)Cc1ccc(N2CCCCC2)c([N+](=O)[O-])c1 (stereo not given) the results were Pf apPOL inh -11.
Screening ON=Cc1ccnc(SCc2ccc(Cl)cc2)n1 returned Pf apPOL inh -9&-38.
`CCCOc1ccc(N2C(=O)CC(NCCC(=O)O)C2=O)cc1` (stereo not given) gave mHTT-CaM PPI inh -2 and Pf apPOL inh -4.
Screening COc1ccc(-c2csc(Nc3cccc(C(=O)O)c3)n2)cc1 returned mHTT-CaM PPI inh 19 and Pf apPOL inh 1.
`COc1ccc(C2C(C(N)=O)=C(C)Nc3nc(SCc4ccccc4)nn32)cc1` (stereo not given) gave mHTT-CaM PPI inh 4 and Pf apPOL inh -2.
`CCN1c2cc(Cl)ccc2C(=O)NC12CCN(C(=O)Nc1ccccc1)CC2` gave mHTT-CaM PPI inh 10 and Pf apPOL inh -1.
For O=S1(=O)CCO[C@H]2CCCC[C@@H]2N1Cc1ccccc1 the results were mHTT-CaM PPI inh -4 and Pf apPOL inh -5.
COc1ccc(NC(=O)C2CC(=O)N(CCc3c[nH]c4ccc(F)cc34)C2)c(OC)c1 (stereo not given) was read as mHTT-CaM PPI inh 29 and Pf apPOL inh -1.
O=C(NCc1csc(C2CCN(C(=O)c3cc(F)ccc3Cl)CC2)n1)C1CCC1 was read as mHTT-CaM PPI inh 3 and Pf apPOL inh -3.
`Cc1cccc(Nc2c(-c3nc(C)no3)cnc3nc(C)ccc23)c1` gave mHTT-CaM PPI inh 41 and Pf apPOL inh 3.
CCCc1ccc(Oc2c(C)oc3c(C)c(O)ccc3c2=O)cc1 was read as mHTT-CaM PPI inh 2 and Pf apPOL inh -11.
C=CCNC(=O)C1CC1(c1ccccc1)c1ccccc1 (stereo not given) was read as mHTT-CaM PPI inh 0&-4 and Pf apPOL inh -4&-3.

Random excerpt: 2 records from the list
Cc1cccc(C(=O)NC(Nc2c(C)n(C)n(-c3ccccc3)c2=O)C(Cl)(Cl)Cl)c1 (stereo not given) was read as mHTT-CaM PPI inh 7 and Pf apPOL inh -9.
For O=S1(=O)CCO[C@H]2CCCC[C@@H]2N1Cc1ccccc1 the results were mHTT-CaM PPI inh -4 and Pf apPOL inh -5.

Following part.
OCCN(CC#CC(O)(c1ccccc1)c1cccc(F)c1)CCO (stereo not given) was read as mHTT-CaM PPI inh -3 and Pf apPOL inh -5.
For COc1ccc(C(=O)Nc2cnc(N3CCCCCC3)nc2)cc1F the results were mHTT-CaM PPI inh 0 and Pf apPOL inh 0.
Screening O=C(c1ccc(F)cc1)N1CCN(c2ccc([N+](=O)[O-])c(NCCc3ccccc3)c2)CC1 returned mHTT-CaM PPI inh 1 and Pf apPOL inh -9.
`Cc1nnc(NC(=O)c2ccc(S(=O)(=O)N3CCCC(C)C3)cc2)o1` (stereo not given) gave mHTT-CaM PPI inh 24 and Pf apPOL inh -4.
CS(=O)(=NC=C(C#N)C(=O)c1cccs1)c1ccc(OC(=O)c2ccc(Cl)cc2)cc1 (stereo not given) was read as Pf apPOL inh -12.
CCN1CCN(C(=O)C2c3cc(OC)c(OC)cc3C(=O)N(C)C2c2ccccc2F)CC1 (stereo not given) was read as mHTT-CaM PPI inh -11 and Pf apPOL inh -10.
Screening O=C(Nc1ccc(Cl)cc1)OCCOCc1c(F)cccc1Cl returned Pf apPOL inh -9.
For COc1cccc(OC)c1C(=O)N=c1sc2ccccc2n1C the results were mHTT-CaM PPI inh 5 and Pf apPOL inh -1.
For CCn1cc(CC(=O)NCCc2ccc(OC)c(OC)c2)c2ccccc21 the results were mHTT-CaM PPI inh -2 and Pf apPOL inh -2.
Oc1ccc(Br)cc1C=NC1C2CC3CC(C2)CC1C3 (stereo not given) was read as mHTT-CaM PPI inh -2 and Pf apPOL inh 0.
N#Cc1cnc2ccc(F)cc2c1N1CCC(C(=O)Nc2cc(F)cc(F)c2)CC1 was read as mHTT-CaM PPI inh -5 and Pf apPOL inh -3.
CC(C)c1ccc(CN2CCCN(C)CC2)cc1 was read as mHTT-CaM PPI inh -3 and Pf apPOL inh -11.
For Cc1cc(C(=O)N2CCC(c3noc(N)c3C(C)C)CC2)c(C)o1 the results were mHTT-CaM PPI inh -1 and Pf apPOL inh -4.
`O=C(c1c[nH]c2ccc(S(=O)(=O)Nc3ccccc3F)cc2c1=O)N1CCCC1` gave mHTT-CaM PPI inh 0 and Pf apPOL inh -4.
For O=C(CCC1CCCN(c2cc(NC3CC3)ncn2)C1)NCc1cccnc1 (stereo not given) the results were mHTT-CaM PPI inh 4 and Pf apPOL inh -7.

The closing 6 entries of the part before open the next one.
Oc1ccc(Br)cc1C=NC1C2CC3CC(C2)CC1C3 (stereo not given) was read as mHTT-CaM PPI inh -2 and Pf apPOL inh 0.
N#Cc1cnc2ccc(F)cc2c1N1CCC(C(=O)Nc2cc(F)cc(F)c2)CC1 was read as mHTT-CaM PPI inh -5 and Pf apPOL inh -3.
CC(C)c1ccc(CN2CCCN(C)CC2)cc1 was read as mHTT-CaM PPI inh -3 and Pf apPOL inh -11.
For Cc1cc(C(=O)N2CCC(c3noc(N)c3C(C)C)CC2)c(C)o1 the results were mHTT-CaM PPI inh -1 and Pf apPOL inh -4.
`O=C(c1c[nH]c2ccc(S(=O)(=O)Nc3ccccc3F)cc2c1=O)N1CCCC1` gave mHTT-CaM PPI inh 0 and Pf apPOL inh -4.
For O=C(CCC1CCCN(c2cc(NC3CC3)ncn2)C1)NCc1cccnc1 (stereo not given) the results were mHTT-CaM PPI inh 4 and Pf apPOL inh -7.
Screening Cc1ccc(C#N)c(SCc2ccccc2F)n1 returned mHTT-CaM PPI inh -24 and Pf apPOL inh -5.
COC(=O)C(C)Oc1ccc2c(c1)OC(=Cc1cc(OC)ccc1OC)C2=O (stereo not given) was read as mHTT-CaM PPI inh -27 and Pf apPOL inh -8.
For O=C(NCCc1ccccc1)C1CCN(c2nccn3nc(-c4ccccc4)cc23)CC1 the results were mHTT-CaM PPI inh 9 and Pf apPOL inh 15.
For O=C(O)C(CO)NS(=O)(=O)Cc1ccccc1 (stereo not given) the results were mHTT-CaM PPI inh 0 and Pf apPOL inh 2.
Screening CN(Cc1ccccc1)C1CC(=O)N(c2ccc(F)cc2)C1=O (stereo not given) returned mHTT-CaM PPI inh -8 and Pf apPOL inh 3.
For COc1nccnc1N1CCC(NS(C)(=O)=O)C1 (stereo not given) the results were mHTT-CaM PPI inh -8 and Pf apPOL inh -6.
`COc1ccc(/C=C2/N=C(c3cc(Br)ccc3OC)OC2=O)c(OC)c1` gave mHTT-CaM PPI inh -2 and Pf apPOL inh -2.
Cc1ccc(CN2CCC(C(=O)NCc3ccccc3Cl)CC2)cc1 was read as mHTT-CaM PPI inh 2 and Pf apPOL inh 0.
Screening Cc1ccc(NS(=O)(=O)c2ccc(NC(=O)c3ccc(CN4CCOCC4)cc3)cc2)c(C)c1 returned mHTT-CaM PPI inh 34 and Pf apPOL inh 21.
CCc1nnc2c(Oc3cccc(OC)c3)nc3ccccc3n12 was read as mHTT-CaM PPI inh -1 and Pf apPOL inh 6.
For COc1ccccc1C(=O)COC(=O)CCN1C(=O)c2ccccc2C1=O the results were mHTT-CaM PPI inh 4 and Pf apPOL inh -6.
CCCNC(=O)c1c2c(nc3ccccc13)CCCC2 was read as mHTT-CaM PPI inh -3 and Pf apPOL inh 2.
`CC(=O)Nc1ccc(-c2noc(C3CCN(C(=O)c4ccc(C(C)(C)C)cc4)CC3)n2)cc1` gave mHTT-CaM PPI inh 20 and Pf apPOL inh 5.
`CC12CC(NC(=O)N1c1cccc(Cl)c1)c1cc([N+](=O)[O-])ccc1O2` (stereo not given) gave mHTT-CaM PPI inh 13 and Pf apPOL inh -1.
O=C(c1ccccn1)N1CCCC(c2cc(-c3ccc(F)cc3)n[nH]2)C1 (stereo not given) was read as mHTT-CaM PPI inh 2 and Pf apPOL inh -6.

Screens (PubChem BioAssay)
